GalR3 antag – GalR3 antagonists in HEK293 cells, primary screen, cell-based, fluorescence readout; Galanin receptor type 3 (Homo sapiens), O60755; HEK293 GalR3-CNG cAMP membrane potential fluorescence; galR3 body fused to GalR1 C-terminus; inhibition, % at 3 µM; 360,000 tested, 0.44% active;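 active means inhibition above the screen-wide average plus 3 SD, cut at about 13% in these data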;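 further: forskolin and galanin both at EC90 stimulate the cells; cAMP rise reported by CNG channel membrane potential dye signal; 0% = forskolin plus galanin with DMSO and 100% = forskolin alone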
Target sequence (O60755 1-299 limits assumed): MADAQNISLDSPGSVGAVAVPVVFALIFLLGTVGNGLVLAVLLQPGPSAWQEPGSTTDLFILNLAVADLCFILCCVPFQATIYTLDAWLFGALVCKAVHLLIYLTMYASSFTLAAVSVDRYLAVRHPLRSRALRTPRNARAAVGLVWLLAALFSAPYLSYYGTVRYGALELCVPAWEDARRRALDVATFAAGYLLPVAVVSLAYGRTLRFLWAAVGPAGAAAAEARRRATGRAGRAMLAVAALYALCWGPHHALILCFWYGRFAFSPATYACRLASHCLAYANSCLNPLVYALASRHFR
CHRM4 PAM – human M4 muscarinic receptor positive allosteric modulators, primary screen, CHO-K1 cells, Fluo-8 calcium fluorescence; Muscarinic acetylcholine receptor M4 (Homo sapiens), P08173; AID 624126, 2012; 360,000 tested, 0.4% active; activation, % at 3 µM; CHO-K1 hM4/Gqi5, ACh EC20; 0% = ACh EC20, 100% = maximal ACh;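 active means activation above its plate's cutoff, the mean activation of sample wells plus 3 SD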; further: some results filed as inactive read as strong as hits
Target sequence (P08173 whole entry, looked up): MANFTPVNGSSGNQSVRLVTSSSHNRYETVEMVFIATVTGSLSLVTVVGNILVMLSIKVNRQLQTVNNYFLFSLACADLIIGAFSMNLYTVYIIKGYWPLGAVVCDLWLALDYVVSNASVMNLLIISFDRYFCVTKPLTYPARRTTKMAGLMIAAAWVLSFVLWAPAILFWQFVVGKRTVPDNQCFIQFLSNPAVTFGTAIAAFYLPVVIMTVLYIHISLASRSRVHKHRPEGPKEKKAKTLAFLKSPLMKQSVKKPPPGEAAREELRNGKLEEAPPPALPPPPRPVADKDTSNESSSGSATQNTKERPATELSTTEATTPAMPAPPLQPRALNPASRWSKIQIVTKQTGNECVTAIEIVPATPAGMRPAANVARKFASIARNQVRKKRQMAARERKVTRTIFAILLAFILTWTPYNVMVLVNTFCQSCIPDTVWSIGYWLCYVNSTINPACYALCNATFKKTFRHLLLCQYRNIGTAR
Numbers without * were called inactive. Only part of the results is shown; the hit share may differ from the screen's.

Every second line gives: GalR3 antag | CHRM4 PAM
> COc1ccc(CN2C(=O)CCC2(C)c2nnnn2-c2ccc3c(c2)OCCO3)cc1 (stereo unspecified)
 : -7 | 8
> CC(C)(C)OC(=O)N1CCC[C@@H]1C(=O)NCc1ccccc1Cl
 : 3 | 11
> CCc1nc2c(OCc3ccccc3C(=O)OC)cccn2c1N(C)C(=O)c1ccncc1
 : -4 | -2
> CC(C)Sc1nc(-c2cccs2)nc2cc(Cl)ccc12
 : -5 | 0
> Cc1cc(Cl)ccc1C(O)c1ncc(-c2cccc3ccccc23)[nH]1 (stereo unspecified)
 : -8 | 7
> NC(CO)c1csc(Nc2ccc(C(F)(F)F)cn2)n1 (stereo unspecified)
 : -5 | 5
> CC(C)NC(=O)C1(C)CCN1C(=O)c1ccc2c(c1)OCO2 (stereo unspecified)
 : -7 | 1
> C[C@@H](CO)NC(=O)[C@H]1O[C@@H](n2ccc(=O)[nH]c2=O)[C@H](O)[C@@H]1O
 : -5 | 2
> CN(C)c1ncnc2c1ncn2[C@H]1CN(Cc2cccnc2)C[C@@H](CO)O1
 : 1 | 1
> O=C1NC[C@H](CCCCN2C[C@H](Cc3ccccc3)N(Cc3ccccc3)C(=O)C2=O)N(CCc2ccccc2)C1=O
 : 1 | -1
> O=C(NCc1cccs1)C1C(=O)Nc2ccccc2C(=O)N1C1CCCC1 (stereo unspecified)
 : -6 | -1
> Cn1ccc2c(-c3ccc(C(C)(C)C)cc3)cc3c(c21)C1CCC3C1 (stereo unspecified)
 : -5 | -3
> COc1cc(OC)cc(C2=Cc3ccc(OC)cc3C(CC(C)=O)N2c2ccc(C#CC3(N)CCCCC3)cc2)c1 (stereo unspecified)
 : -2 | 9
> CSCCC(c1nc2ccccc2[nH]1)n1c(/C=C/c2ccc(F)c(F)c2)nc2ccccc21 (stereo unspecified)
 : -5 | -1
> CCc1nc2c(OCc3ccc(Cl)cc3Cl)cccn2c1N(C)C(=O)C(C)C
 : -3 | -3

Of the compounds above, these have sulfur.
Every second line gives: GalR3 antag | CHRM4 PAM
> CC(C)Sc1nc(-c2cccs2)nc2cc(Cl)ccc12
 : -5 | 0
> NC(CO)c1csc(Nc2ccc(C(F)(F)F)cn2)n1 (stereo unspecified)
 : -5 | 5
> O=C(NCc1cccs1)C1C(=O)Nc2ccccc2C(=O)N1C1CCCC1 (stereo unspecified)
 : -6 | -1
> CSCCC(c1nc2ccccc2[nH]1)n1c(/C=C/c2ccc(F)c(F)c2)nc2ccccc21 (stereo unspecified)
 : -5 | -1

The list goes on:
Every second line gives: GalR3 antag | CHRM4 PAM
> CCCCCc1c(-c2ccc(Cl)cc2)ncn1CCc1ccccc1OC
 : -8 | -4
> Cc1ccc(C(NC(=O)C2CCN(CCOc3ccc(Cl)cc3)CC2)c2ccccn2)cc1 (stereo unspecified)
 : -7 | -4
> CCOC(=O)c1cc2ccccc2n1C1CCN(C)CC1
 : -7 | 4
> CC(C)Oc1ccc(CN2CCC2(C)C(=O)Nc2cccc(Oc3ccccc3)c2)cc1 (stereo unspecified)
 : -7 | -5
> NC(CCc1ccccc1)c1csc(Nc2nncc3ccccc23)n1 (stereo unspecified)
 : -4 | 2
> COc1ccccc1CNc1nc(Nc2ccccc2Cl)c2sccc2n1
 : -7 | -1
> COc1ccc(Nc2c(CCc3ccccc3)nc3nc(C)cc(C)n23)cc1
 : -3 | 21
> CCc1nc2ccc(C(=O)NCCc3c[nH]c4ccccc34)cn2c1N(C)CCCc1ccccc1
 : -5 | -16
> CC(C)Nc1nc(Nc2ccc(C#N)cc2)c2sccc2n1
 : -7 | -4
> CCC(C(=O)NCc1ccccc1)n1c(-c2ccc3c(c2)CCO3)nc2ccccc21 (stereo unspecified)
 : 1 | 6
> O=C(NC1CCCCC1)C(c1ccc(-c2ccccc2)cc1)n1c(=O)c(-c2ccco2)nc2ccccc21 (stereo unspecified)
 : -2 | 15
> Cc1cccc(C)c1NC(=O)C(c1ccccc1)N1CCN(c2ccc(F)cc2)CC1 (stereo unspecified)
 : 0 | -1
> COc1ccc(-c2noc(-c3csc([C@@H]4O[C@H](CO)[C@H](O)[C@H](O)[C@H]4O)n3)n2)cc1OC
 : -5 | 5
> CCCNC(=O)C1(C)CCCN(Cc2ccc3ccccc3c2)C1 (stereo unspecified)
 : 0 | 9
> CC(=O)Nc1cccc(-c2ccnc3c2CC(C)(C(=O)Nc2cccc(C(F)(F)F)c2)O3)c1 (stereo unspecified)
 : -6 | -5
> COc1ccc(NC(=O)c2cc(-c3cc(F)ccc3OCC3CCCO3)n[nH]2)cc1OC (stereo unspecified)
 : 11 | -10
> COc1ccccc1Cc1c(-c2ccc(Cl)cc2)nc2c(Cl)cc(C(F)(F)F)cn12
 : -4 | -2
> O=c1[nH]cnc2c1ncn2C1OC(CO)CC1F (stereo unspecified)
 : -8 | 8
> O=C(/C=C/[C@H]1O[C@@H](n2cnc3c(NC(=O)c4ccccc4)ncnc32)[C@H](O)[C@@H]1O)NCc1ccco1
 : -6 | 4
> COc1cccc(CN2CCC2(C)C(=O)Nc2ccc(C)c(O)c2)c1F (stereo unspecified)
 : -6 | -1
> Cc1ccc2nc(-c3ccccc3)c(Cc3ccccc3C(F)(F)F)n2c1
 : -9 | 3
> CC(C)CNC(=O)C1(C)CCCN1C(=O)CSc1ccccc1 (stereo unspecified)
 : -4 | 0
> CC(C)[C@H](CO)NC(=O)[C@H]1O[C@@H](n2ccc(N)nc2=O)[C@H](O)[C@@H]1O
 : -1 | 4
> CCc1nc2ccc(C(=O)N3CCN(C(=O)c4ccco4)CC3)cn2c1N(C)CCC(C)C
 : -5 | -5
> Nc1ccn([C@@H]2O[C@H](C(=O)N[C@H](CO)c3ccccc3)[C@@H](O)[C@H]2O)c(=O)n1
 : -2 | 10
> COc1ccc(C(C(=O)NC2CCCC2)n2c(CSCCOc3ccccc3)nc3ccccc32)cc1 (stereo unspecified)
 : -1 | -7
> C=C(C)Cn1c2ccc(NC(=O)CCc3cccc(Cl)c3)cc2c(=O)n1C
 : -6 | -3
> C[C@H](NC(=O)C[C@@H]1C=C[C@@H](NC(=O)CN2CCOCC2)[C@@H](CO)O1)c1ccccc1
 : -2 | 7
> CN1CCN(c2ccc(CNC(=O)c3ccc(-c4ccc(F)c(F)c4)c4ccoc34)cc2)CC1
 : -7 | 5
> CN1CCCC1(C)C(=O)NCc1ccc(F)cc1Cl (stereo unspecified)
 : -7 | 5

Quoted at random: 2 entries already listed
Every second line gives: GalR3 antag | CHRM4 PAM
> CC(C)[C@H](CO)NC(=O)[C@H]1O[C@@H](n2ccc(N)nc2=O)[C@H](O)[C@@H]1O
 : -1 | 4
> O=C1NC[C@H](CCCCN2C[C@H](Cc3ccccc3)N(Cc3ccccc3)C(=O)C2=O)N(CCc2ccccc2)C1=O
 : 1 | -1

(cont.)
Every second line gives: GalR3 antag | CHRM4 PAM
> CCNC(=O)C1(C)CCN(C(=O)c2ccccc2)C1 (stereo unspecified)
 : -1 | 9
> CC(=O)c1ccc(-c2cnc3c(NC=O)cc(-c4ccccc4Oc4ccccc4)cn23)cc1
 : -4 | -6
> COc1cc(CNc2ncnc3c2ncn3[C@H]2CN(Cc3cccc(C(F)(F)F)c3)C[C@@H](CO)O2)cc(OC)c1OC
 : 3 | -8
> CC(C)C(=O)N1CCCC1(C)C(=O)NCc1ccccn1 (stereo unspecified)
 : -3 | -2
> Cc1ccc(S(=O)(=O)NC(=O)C2(C)CCN2C(=O)C2(c3ccc(Cl)cc3)CC2)nc1 (stereo unspecified)
 : -6 | 6
> CCOC(=O)C1(C)CCCN(C(=O)C(c2ccccc2)c2ccccc2)C1 (stereo unspecified)
 : -8 | 6
> CN1CCN(c2ccc(CNC[C@H]3O[C@@H](n4cnc5c(=O)[nH]c(N)nc54)[C@H](O)[C@@H]3O)c(S(C)(=O)=O)c2)CC1
 : -6 | -1
> NC(=O)c1ccc(Nc2nc(C(N)c3ccccc3Cl)cs2)cc1 (stereo unspecified)
 : -5 | 7
> COc1ccccc1C(O)c1ncc(-c2cccc(C(F)(F)F)c2)[nH]1 (stereo unspecified)
 : -8 | -3
> OC(c1ccc(F)cc1)c1nc(-c2csc3ccccc23)cs1 (stereo unspecified)
 : -5 | 9
> CC(C)[C@H](NC(=O)[C@@H]1Cc2c([nH]c3ccccc23)C2c3ccccc3C(=O)N21)C(=O)N1CCC[C@H]1C(=O)O (stereo partly specified)
 : -6 | -3
> O=C(Nc1cccc(OC(F)(F)F)c1)C1Cc2c(-c3ccco3)ccnc2O1 (stereo unspecified)
 : -1 | -6
> Clc1cccc(Cc2c(-c3ccccc3)nc3ccc(Cl)cn23)c1
 : -1 | 1
> CCc1nc2c(OCCOC)cccn2c1N(C)C(=O)Nc1ccccc1OC
 : -3 | -3
> COc1ccc(NC(=O)c2cc(-c3ccc(F)cc3OC(C)C)n[nH]2)c(OC)c1
 : -8 | -5
> CCOC(=O)Cc1c(-c2cccc(Cl)c2)nc2c3ccccc3ccn12
 : -6 | -8
> CCNC(=O)C1(C)CCN(C(=O)c2cccc(C#N)c2)C1 (stereo unspecified)
 : -4 | 9
> CN1CCN(C(c2ccccc2)c2nnnn2C(C)(C)C)CC1 (stereo unspecified)
 : 7 | 4
> COC(=O)[C@]12CCCCC=C1N(CCc1ccc(OC)c(OC)c1)C(=O)[C@H](CC(=O)NCc1ccc(OC)c(OC)c1)C2
 : -2 | 2
> COC(=O)c1ccccc1OCc1cc(=O)oc2ccc(C)cc12
 : -7 | -2
> O=NN(CC(=O)NNc1ccccc1)CC(=O)NNc1ccccc1
 : -6 | -3
> O=C(NC1CCCCC1)C1c2ccccc2OCC(=O)N1Cc1cccnc1 (stereo unspecified)
 : -6 | 4
> Cc1cccc(C)c1NC(=O)C1(C)CSCC(=O)N1CC(C)C (stereo unspecified)
 : -7 | 10
> O=C1Nc2ccccc2-n2nnnc2C1N1CCN(CCN2CCOCC2)CC1 (stereo unspecified)
 : -7 | -13
> CCOC(=O)C1=CCC(c2ccccc2Cl)N(S(=O)(=O)c2ccc(C)cc2)C1 (stereo unspecified)
 : -9 | -7
> CN(Cc1cn(Cc2ccc(Cl)cc2)nn1)C1CN(Cc2cn(Cc3ccc(Cl)cc3)nn2)S(=O)(=O)C1 (stereo unspecified)
 : -7 | -8
> O=C(NCc1cccnc1)c1cc(C2CCCCN2C(=O)c2ccc3c(c2)CCO3)on1 (stereo unspecified)
 : -2 | 3
> CC1(C(=O)NS(=O)(=O)C2CC2)CCN(C(=O)CSc2ccccc2)C1 (stereo unspecified)
 : -4 | 4
> CN(Cc1ccccc1)C(=O)c1ccc2nc([C@H]3C[C@H](O)[C@@H](CO)O3)[nH]c2c1
 : -2 | -4
> CC(C)(C)[C@H](NC(=O)c1ccc(N)c(Cl)c1)C(=O)N1CCC[C@H]1C(=O)N[C@H](C#N)CC(=O)O
 : 1 | 7
> Cn1nccc1-c1ccc(C(=O)NCc2ccco2)c2occc12
 : -6 | 1
> Cc1ccccc1CN1C(=O)CSCC1(C)C(=O)Nc1ccc2c(c1)OCCO2 (stereo unspecified)
 : -6 | 18
> CC1(C(=O)NS(=O)(=O)c2cccc(OC(F)F)c2)CCN1C(=O)c1cccc(F)c1 (stereo unspecified)
 : -6 | 9
> CC1(C(=O)Nc2ccc(F)cc2F)CCN1C(=O)CCC1CCCC1 (stereo unspecified)
 : -2 | -2
> CC1(Oc2ccc(Cl)cc2)CCN(Cc2cccn2-c2nccs2)C1 (stereo unspecified)
 : -11 | -6
> CCCCN(C(C)=O)c1c(CC)nc2ccc(C(=O)NCc3cccs3)cn12
 : -8 | 3
> COc1ccc(CCN2C(=O)c3ccccc3C2c2nnnn2-c2c(C)cccc2C)cc1OC (stereo unspecified)
 : -5 | -2
> CCCCn1nnnc1C(c1cc2ccccc2o1)N1CCN(C(=O)OC(C)(C)C)CC1 (stereo unspecified)
 : -2 | 9
> CSCCC(c1nc2ccccc2[nH]1)n1c(C)nc2ccccc21 (stereo unspecified)
 : -7 | 7
> C=CCOC(=O)Nc1nc(CCNC(=O)OCc2ccccc2)c(C(=O)OC)s1
 : -2 | -7
> CN(C)CCNC(=O)c1cccc(-c2cnc3c(NC=O)cc(-c4ccccc4F)cn23)c1
 : -3 | -4
> O=C1C(=Cc2cccc(F)c2)Cc2ccccc21
 : -5 | 4
> COc1ccccc1Cc1c(-c2ccc(C#N)cc2)nc2c(C)cc(Br)cn12
 : -2 | -6
> Cc1ccc2ccc(C(Nc3ccccc3)c3ccccc3)c(O)c2n1 (stereo unspecified)
 : -6 | -14
> CC1(C(=O)NS(=O)(=O)c2cccc(F)c2)CCN1C(=O)CCC1CCCC1 (stereo unspecified)
 : -7 | -6
> CC(C)c1cc(Cn2c3ccccc3c(=O)n2C(C)Cn2cc(CCc3ccccc3)nn2)on1 (stereo unspecified)
 : -3 | -4
> COC(=O)c1ccc2nc(-c3ccc(F)cc3)c(Cc3ccccc3)n2c1
 : -11 | -7
> c1cc(-c2cc3nc(NCC4CC4)ccn3n2)ccc1OCCN1CCOCC1
 : -4 | -10
> CC1(C(=O)NS(=O)(=O)c2ccc3c(c2)CCO3)CCN1C(=O)c1ccccc1CCc1ccccc1 (stereo unspecified)
 : 0 | 4
> CCCNC(=O)c1cc(C2CCCCN2C(=O)c2cc(OC)c(C)c(OC)c2)on1 (stereo unspecified)
 : -3 | -6
> CSc1ccc(C(O)c2ncc(-c3cccc(OCc4ccccc4)c3)[nH]2)cc1 (stereo unspecified)
 : 0 | -3
> CC1(C(=O)NS(=O)(=O)C2CC2)CCCN(C(=O)c2ccc3ccccc3c2)C1 (stereo unspecified)
 : -7 | 2
> O=C1NC[C@H](Cc2ccc(O)cc2)N(C[C@@H]2CCCN2C[C@H](Cc2ccccc2)N2C[C@H](Cc3ccc(O)cc3)N(CC3CCCCC3)C(=O)C2=O)C1=O
 : -7 | 1
> Cc1nnsc1C(=O)N1CCCC1(C)C(=O)O (stereo unspecified)
 : -3 | -1
